Screening results: PubChem, Broad Institute
CAL PDZ FP-1: inhibitors of human CAL PDZ peptide binding. Q9HD26. purified CAL PDZ, TMR-peptide fluorescence polarization, 1 h. inhibition, % at 20 µM. 0.02% of 330,000 active. AID 504414;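 active = highest replicate inhibition of at least 40%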;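 note: plate controls were DMSO neutral control wells for no effect and unlabeled competitor peptide control wells for full effect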
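Material: tagged CAL PDZ protein CerCALP, purified; buffer or medium: sodium phosphate/NaCl buffer pH 7.4 with TCEP, IgG, Thesit; also added: fluorescent TMR peptide probe; schedule: 1 h incubation at room temperature before polarization reading; technique: fluorescence polarization from S- and P-plane intensities, G-factor corrected; control set: unlabelled peptide and DMSO controls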
SR-BI DiI inh: inhibitors of mouse SR-BI mediated HDL lipid uptake | Q61009 | inhibition, % at 12.5 µM | ldlA[mSR-BI] CHO cells, DiI-HDL uptake fluorescence, 3 h | AID 488896 | 0.96% of 320,000 active;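 active = mean replicate inhibition of at least 70% and a set share of replicates each scoring 70 or more; inconclusive = meets just one of the two criteria; inactive = fails both criteria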;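 note: 0% = median of neutral control wells and 100% = median of positive control wells; values of inactives mirror those of a sister screen read the other way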
PvdQ acylase: blocks Pseudomonas aeruginosa PvdQ acylase activity. purified PvdQ acylase, fluorescence plate reader. AID 488965. inhibition, % at 10 µM. 0.063% of 340,000 active; in the data active = inhibition above about 30%, passing the limit was not always enough; inconclusive = no clear call, values can overlap the other calls;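 note: 0% = vehicle neutral wells and 100% = reference inhibitor wells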
PfHsp90 set2: inhibits growth of yeast expressing Plasmodium falciparum Hsp90; 0.32% of 310,000 active; inhibition, % at 9.4 µM; S. cerevisiae expressing PfHsp90, BacTiter-Glo ATP, 48 h; yeast lacking PDR1 and PDR3 efflux regulators;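 active = every replicate shows inhibition above about 80%, whatever the replicate mean, limit read from the data; inconclusive = mean inhibition reaches the set limit but some replicate falls short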;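 note: 0% = DMSO neutral controls and 100% = 20 µM radicicol positive controls; yeast relying on Plasmodium falciparum Hsp90 in place of its own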
CAL PDZ FP-2: inhibitors of human CAL PDZ peptide binding; inhibition, % at 24.9 µM; 0.92% of 300,000 active; Q9HD26; AID 602252; purified CAL PDZ, TMR-peptide fluorescence polarization, 1 h;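 active = mean inhibition of at least 30% with at least half of replicates also reaching 30%; inconclusive = no clear call, values can overlap the other calls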;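 note: 0% = DMSO neutral control and 100% = excess unlabeled competitor peptide PRC23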
dFosB act: enhances mouse delta FosB homodimer DNA binding; purified delta FosB, TAMRA-CDK5 oligo fluorescence polarization; percent of positive-control signal above neutral wells; activation, % at 25 µM; 0.99% of 340,000 active; AID 493131;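 active = mean activation above about 17%, with every replicate also reaching it, limit read from the data, passing the limit was not always enough; inconclusive = only one of the two conditions met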;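 note: fluorescence polarization rise as delta FosB binds a TAMRA Cdk5 AP-1 oligo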
Target sequence (P13346 whole entry, looked up): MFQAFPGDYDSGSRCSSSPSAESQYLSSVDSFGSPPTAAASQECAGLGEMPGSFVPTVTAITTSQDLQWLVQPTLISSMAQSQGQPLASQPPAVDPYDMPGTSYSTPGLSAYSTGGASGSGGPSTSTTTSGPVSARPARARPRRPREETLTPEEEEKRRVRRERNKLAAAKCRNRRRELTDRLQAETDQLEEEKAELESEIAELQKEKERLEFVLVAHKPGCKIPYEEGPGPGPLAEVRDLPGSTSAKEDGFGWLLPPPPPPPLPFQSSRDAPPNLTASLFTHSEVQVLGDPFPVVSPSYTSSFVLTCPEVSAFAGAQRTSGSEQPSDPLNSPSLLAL
NSD2 HMT inh: NSD2 (human) methyltransferase inhibition | 0.54% of 310,000 active | AID 743445 | NSD2 peptide methylation, AlphaScreen, 120 min | O96028 | inhibition, % at 12.5 µM; in the data active = inhibition above about 50%
SR-BI uptake up: enhances SR-BI lipid uptake from DiI-HDL | CHO ldlA[mSR-BI] cells, DiI-HDL uptake fluorescence, 3 h; 100 = double the neutral-control signal | 0.096% of 320,000 active | activation, % at 12.5 µM | AID 504775;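 active = mean replicate activation of at least 60% and every replicate at or above 60%; inconclusive = mean or all-replicate condition met, but not both; inactive = mean below 60% and not all replicates reaching 60%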;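 note: 0% = median plate neutral-control signal and 100% = twice that signal; values of inactives mirror those of a sister screen read the other way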
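Test system: SR-BI-overexpressing, LDLR-lacking CHO cells; Medium: Ham's F12 with 0.5% BSA, HEPES 25 mM, pH 7.4; Schedule: 3 h, 37 °C; Technique: bottom-read fluorescence, 550/595 nm.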
MITF TRPM1 HTS: increases MITF-driven TRPM1 promoter luciferase signal. SK-MEL-5 TRPM1-promoter luciferase, 24 h; % of positive control, neutral wells = 0. activation, % at 12.5 µM. AID 588334. 0.75% of 300,000 active;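 active = mean activation of at least 80% with every replicate also reaching 80%; inconclusive = mean reaches 80% but some replicate falls short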;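 note: 0% = neutral control wells and 100% = parthenolide positive control wells; values of inactives mirror those of a sister screen read the other way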
Rtt109 Vps75: inhibitors of Candida albicans Rtt109/Vps75 histone acetyltransferase; Q5AAJ8; purified Rtt109/Vps75, ThioGlo CoA-SH fluorescence, 4 h; inhibition, % at 34.9 µM; 0.16% of 330,000 active;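 active = inhibition of at least 50% in every replicate; inconclusive = best replicate reaches 50% inhibition but some replicates fall short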
Target sequence (Q5AAJ8 whole entry, looked up): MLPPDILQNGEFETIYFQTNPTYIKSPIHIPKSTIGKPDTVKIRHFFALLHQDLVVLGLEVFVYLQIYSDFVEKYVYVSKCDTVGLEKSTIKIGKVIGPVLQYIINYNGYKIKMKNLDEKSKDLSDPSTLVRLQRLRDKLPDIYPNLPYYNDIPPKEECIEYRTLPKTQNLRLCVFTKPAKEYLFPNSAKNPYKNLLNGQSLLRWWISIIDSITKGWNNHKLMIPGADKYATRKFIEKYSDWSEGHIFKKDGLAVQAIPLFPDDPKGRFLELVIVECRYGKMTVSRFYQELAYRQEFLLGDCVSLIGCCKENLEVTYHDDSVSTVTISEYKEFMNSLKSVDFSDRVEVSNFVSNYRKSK
Numbers without * were called inactive; ? = inconclusive; . = no result given.

structure,CAL PDZ FP-1,PvdQ acylase,dFosB act,NSD2 HMT inh,Rtt109 Vps75,CAL PDZ FP-2,SR-BI DiI inh,SR-BI uptake up,PfHsp90 set2,MITF TRPM1 HTS
COc1ccc(O)c(C(=O)c2cnc3nc4ccccc4n3c2)c1,-1.5,7,-6,0,-4,.,-11,11,-6,-2
O=C(C1CCCN(S(=O)(=O)c2ccccc2)C1)N1CCN(c2ncccn2)CC1 (configuration not stated),-1.2,0,1,-1,29,-2,-11,11,-13,-6
Cc1ccccc1N1CCN(Cc2cc3c(cc2[N+](=O)[O-])OCO3)CC1,-2.2,-11,-6,1,3,.,-24,24,-8,.
CC(=O)N1CCc2cc(S(=O)(=O)NCC(=O)NCc3ccc(F)cc3)ccc21,-3.3,-3,6,7,9,2,-28,28,-10,-9
CN1CCN(C(=O)c2cc3nc(-c4ccco4)cc(C(F)(F)F)n3n2)CC1,-2.6,7,-6,6,-76,-3,-13,13,.,3
Cc1nc(NC(=O)CSc2nnc(C)n2CC2CCCO2)sc1C (configuration not stated),.,-1,0,20,-6,1,0,0,-30,0
COc1ccc(-c2nnc(SCc3nnc(-c4ccccc4)o3)n2-c2ccccc2)cc1,1.0,-11,-3,-2,20,-5,1,-1,-18,.
CCOc1ccccc1C(=O)Nc1nncs1,-1.6,-5,-10,-1,-6,-3,-25,25,-14,24
N#Cc1cc(C(=O)c2ccccc2O)cn(-c2nccs2)c1=O,-4.1,-7,-7,21,10,-2,0,0,5,-9
CCc1ccc(C(C)NC(=O)c2ncn[nH]2)cc1 (configuration not stated),0.2,-11,0,-5,8,-2,2,-2,-26,-11
COc1ccccc1CNC(=O)COc1ccc(Br)c(C)c1,-0.9,-4,-9,-2,-5,-2,-1,1,4,.
COc1ccc(NC(=O)C(C)(C)Oc2ccc(Cl)cc2)cn1,0.3,-17,4,-2,2,-6,-11,11,-5,3
NC(=O)[C@@H]1CCCNc2c(F)cc([N+](=O)[O-])cc2C(=O)N[C@@H](CO)C(=O)N[C@@H](Cc2ccc(O)cc2)C(=O)N1,-1.0,1,3,.,13,-2,-13,13,-11,9
COc1ccc(CCNc2oc(COc3ccccc3F)nc2C#N)cc1,-0.7,-14,-5,1,4,-1,8,-8,0,.
Cc1c(C)n2c(SCC(=O)N3CC(C)OC(C)C3)nnc2[nH]c1=O (configuration not stated),-0.6,-1,-6,-1,7,.,4,-4,6,5
COc1ccc(C(OCC(O)CNCCc2ccc(S(N)(=O)=O)cc2)c2ccc(OC)cc2)cc1 (configuration not stated),-1.3,-3,-7,9,-4,-1,-6,6,-2,-3
C/C(=N\NC(=O)c1ccc2c(c1)OCO2)c1ccc2c(c1)OCO2,-1.2,-21,-1,-2,-6,48*,-2,2,.,18
CSc1ccccc1NC(=O)c1cnc2sc(C)cn2c1=O,-6.5,2,-1,-5,5,-2,52,-52,.,126*
CCOc1ccc(NCc2cccn2-c2nnc(N3CCC(C(=O)NCCCN4CCCCC4)CC3)s2)cc1,-1.1,0,-2,24,14,2,-22,22,-3,6
CCOc1cc(NC(=S)NCCCOC)c(OCC)cc1NC(=O)c1cccs1,-1.9,-3,-6,-1,-4,-3,17,-17,7,-6
Cc1nnc(SCC(=O)Nc2sccc2C(N)=O)s1,-2.0,4,0,1,0,0,-5,5,13,6
CC(C)=CCC/C(C)=C/C=N/NC(=O)c1cccc([N+](=O)[O-])c1,-2.5,0,5,4,-10,0,5,-5,18,1
O=C(CCN1CCN(C(c2ccccc2)c2ccccc2)CC1)N/N=C/c1ccc(O)cc1,2.4,-7,5,3,-3,-2,-1,1,-5,11
COCC1COS(=O)(=O)NC1(C)C (configuration not stated),-0.6,-10,11,.,2,4,-21,21,3,-3
CN=c1scc(-c2ccco2)n1/N=C/c1ccc(O)c(O)c1,1.2,10,-14,.,4,-1,73*,-73,14,-2
Clc1ccc(CNc2ncnc3[nH]ncc23)c(Cl)c1,-0.9,-3,-8,.,5,-2,3,-3,0,-3
Clc1ccc(C2=Nc3cc(Cl)ccc3OC2)cc1,-0.2,-4,-2,-2,-8,-1,13,-13,-34,1
Brc1cc(Br)c2nc(-c3ccc(N4CCOCC4)cc3)ccc2c1,-0.8,-13,-6,.,-14,-3,0,0,-18,50
Cc1ccc(OCC(=O)NC(C)c2ccccc2)cc1C (configuration not stated),0.2,-12,2,-1,9,-2,1,-1,-10,.
COc1ccc(Cc2nc3ccc(S(=O)(=O)N4CCOCC4)cc3[nH]2)cc1OC,-0.2,-4,-6,0,0,-4,-34,34,9,-10
O=C(Nc1ccccc1)c1[nH]ncc1[N+](=O)[O-],-1.5,-67,8,0,1,-2,-23,23,10,23
CC1CCCC(NC(=O)CCn2c(=S)oc3ccccc32)C1C (configuration not stated),-1.9,-10,-2,2,0,1,-153,?,-3,2
COc1ccccc1C(=O)NC(=O)COC(=O)C1CC2CCCC(C1)C2=O (configuration not stated),0.0,-9,-4,3,-5,-2,-11,11,-3,-2
COc1ccc(S(=O)(=O)NC2CCCCC2)cc1-n1cnnn1,-0.8,5,-5,-1,-4,-1,-11,11,-14,7
COc1cccc(NC(=O)Cn2nnc(C(=O)NCc3cccs3)c2N)c1,-1.1,-10,10,-3,8,.,0,0,19,28
CN(C)CCCN(C(=O)COc1ccc(Cl)cc1)c1nc2cc3c(cc2s1)OCCO3,-4.5,-4,?,3,8,-1,-15,15,.,9
CCN(CC(=O)Nc1ccccc1C(F)(F)F)C(=O)c1cccc(S(=O)(=O)N2CCN(C)CC2)c1,-2.7,13,-4,18,21,1,36,-36,.,-2
C/C(=C\C(=O)C(F)(F)F)Nc1cc(C)cc(C)c1,-0.5,-5,1,-3,-18,-3,-13,13,9,8
CCc1cccc(NC(=O)CN(C)C2=NS(=O)(=O)c3ccccc32)c1,-0.4,2,0,10,-3,-1,-6,6,-5,1
CN1CCN/C1=C(/C(Cl)=C(Cl)Cl)[N+](=O)[O-],-0.2,-11,7,-5,40,2,-17,17,15,6
COc1ccc(C)c(NC(=O)NCCc2cnc[nH]2)c1,0.7,2,6,2,-1,1,0,0,3,.
O=C(NCCCn1ccnc1)c1cccc(Br)c1,-4.8,-11,6,-4,-7,-3,17,-17,-4,-1
Cc1cc(Cl)ccc1OCC(=O)OCC(=O)c1c(N)n(C)c(=O)n(C)c1=O,-0.3,2,-7,3,19,-3,-10,10,7,.
COc1cc(NC(=O)COc2ccc(-n3ccnc3)cc2)cc(OC)c1,-3.2,-7,-11,19,13,1,7,-7,-4,1
CC(=O)Nc1ccc(S(=O)(=O)N2CCSC2c2ccc(Cl)cc2)cc1 (configuration not stated),-4.0,-4,-14,5,5,-2,-15,15,23,3
CC1(C)C(=O)Nc2ccccc2N1C(=O)CN1C(=O)C(=O)N(C2CCCC2)C1=O,-1.5,-6,-4,1,-3,-2,-11,11,-5,3
COC(=O)Nc1nnc(-c2ccccc2OC)s1,-0.2,-13,-26,-1,-7,-3,28,-28,19,45
CCOc1ccc(N2CC(C(=O)Nc3cccnc3)CC2=O)cc1 (configuration not stated),-2.2,-10,2,8,-5,0,-27,.,10,4

Record cards, from the list above:
CC(=O)Nc1ccc(S(=O)(=O)N2CCSC2c2ccc(Cl)cc2)cc1 (configuration not stated) is listed with CAL PDZ FP-1 = -4.0; PvdQ acylase = -4; dFosB act = -14; NSD2 HMT inh = 5; Rtt109 Vps75 = 5; CAL PDZ FP-2 = -2; SR-BI DiI inh = -15; SR-BI uptake up = 15; PfHsp90 set2 = 23; MITF TRPM1 HTS = 3
O=C(NCCCn1ccnc1)c1cccc(Br)c1 is listed with CAL PDZ FP-1 = -4.8; PvdQ acylase = -11; dFosB act = 6; NSD2 HMT inh = -4; Rtt109 Vps75 = -7; CAL PDZ FP-2 = -3; SR-BI DiI inh = 17; SR-BI uptake up = -17; PfHsp90 set2 = -4; MITF TRPM1 HTS = -1

The listing picks up with the 4 entries that preceded the break.
structure,CAL PDZ FP-1,PvdQ acylase,dFosB act,NSD2 HMT inh,Rtt109 Vps75,CAL PDZ FP-2,SR-BI DiI inh,SR-BI uptake up,PfHsp90 set2,MITF TRPM1 HTS
CC(=O)Nc1ccc(S(=O)(=O)N2CCSC2c2ccc(Cl)cc2)cc1 (configuration not stated),-4.0,-4,-14,5,5,-2,-15,15,23,3
CC1(C)C(=O)Nc2ccccc2N1C(=O)CN1C(=O)C(=O)N(C2CCCC2)C1=O,-1.5,-6,-4,1,-3,-2,-11,11,-5,3
COC(=O)Nc1nnc(-c2ccccc2OC)s1,-0.2,-13,-26,-1,-7,-3,28,-28,19,45
CCOc1ccc(N2CC(C(=O)Nc3cccnc3)CC2=O)cc1 (configuration not stated),-2.2,-10,2,8,-5,0,-27,.,10,4
CCOC(=O)CNC(=O)c1cc2c(=O)[nH]c3ccc(C)cc3c2s1,-4.7,-12,-8,0,0,-14,18,-18,-6,5
Cc1cccc(C)c1NC(=O)/C(C#N)=C/c1ccc(-c2ccc(C(=O)O)cc2)o1,-0.9,-12,-6,29,-1,-6,.,.,7,.
Cc1ccc(N2CCN(S(=O)(=O)N3CCCCC3)CC2)c(C)c1,-0.5,0,-5,-4,24,4,25,-25,3,-2
O=C(NCc1ccco1)C(=O)NCC1OCCN1C(=O)c1ccc(Cl)cc1 (configuration not stated),-2.4,7,-16,.,28,0,.,.,5,-2
S=c1[nH]nc(CCc2ccccc2)n1-c1ccccc1,-0.4,-1,0,0,-11,-3,13,-13,-21,2
COCCN(C(=O)COc1ccc(Cl)cc1)c1nnc(-c2cccnc2)s1,0.8,-5,-7,0,13,-3,-8,8,1,1
CS(=O)(=O)N(CC(=O)Nc1c(F)cccc1F)Cc1ccccc1,.,-8,3,-2,-8,-3,-18,18,-2,1

Looked up above:
Value of O=C(CCN1CCN(C(c2ccccc2)c2ccccc2)CC1)N/N=C/c1ccc(O)cc1 in MITF TRPM1 HTS: 11
Value of COc1ccc(NC(=O)C(C)(C)Oc2ccc(Cl)cc2)cn1 in Rtt109 Vps75: 2
Value of COCC1COS(=O)(=O)NC1(C)C (configuration not stated) in CAL PDZ FP-2: 4
Value of CCc1ccc(C(C)NC(=O)c2ncn[nH]2)cc1 (configuration not stated) in Rtt109 Vps75: 8
